Screening data as filed in PubChem.
HDAC3 inh: blocks human histone deacetylase 3. O15379. recombinant HDAC3, fluorogenic peptide/trypsin coupled, fluorescence. inhibition, % at 8.3 µM. 320,000 compounds, 0.15% hits; in the data active means inhibition above about 26%, passing the limit was not always enough; inconclusive means no clear call, values can overlap the other calls
Target sequence (O15379 whole entry, looked up): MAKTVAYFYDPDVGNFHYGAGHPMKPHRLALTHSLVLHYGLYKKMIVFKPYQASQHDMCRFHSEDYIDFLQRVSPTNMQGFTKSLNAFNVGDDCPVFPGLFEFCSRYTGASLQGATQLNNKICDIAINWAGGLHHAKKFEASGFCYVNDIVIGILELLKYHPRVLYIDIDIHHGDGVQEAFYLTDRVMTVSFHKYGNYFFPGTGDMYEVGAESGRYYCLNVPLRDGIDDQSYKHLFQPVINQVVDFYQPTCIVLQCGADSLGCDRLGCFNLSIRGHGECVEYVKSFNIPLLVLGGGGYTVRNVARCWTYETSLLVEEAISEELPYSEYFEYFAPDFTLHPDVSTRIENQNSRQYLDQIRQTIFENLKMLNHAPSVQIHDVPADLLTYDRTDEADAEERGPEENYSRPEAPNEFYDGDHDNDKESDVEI
hERG rescue: hERG (human) protection from proarrhythmic block; Q12809; CHO-hERG, FluxOR thallium flux, dofetilide IC70 present; activation (rescue from dofetilide block), less the hit threshold, % at 10 µM; 310,000 compounds, 0.51% hits; AID 1511;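 active means activation above the mean of controls blocked by dofetilide plus 5 SD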;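 further: thallium influx through hERG after potassium depolarization seen as dye fluorescence rise; in these data hits start at about 4.7%; inactives centre near -7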
SKKanGAS inh: blocks kanamycin growth of S. pyogenes SKKanGAS strain. inhibition, % at 7.5 µM. AID 1662. BacTiter-Glo, 6 h. 300,000 compounds, 1.3% hits;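 active means mean replicate score, as percent of positive control median, at least 50; inconclusive means mean below 50 but one replicate at or above 50; inactive means mean and every replicate below 50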;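 further: strain carries kanamycin resistance gene driven by streptokinase promoter and grows in 40 µg/ml kanamycin; loss of luminescence reflects streptokinase promoter inhibition or plain growth inhibition; 0% = median of DMSO wells and 100% = positive control at its reference dose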
RGS4 pot: potentiators or activators of RGS4. B-score at 10 µM. HEK293 M3R/inducible RGS4, carbachol calcium flux Fluo4; hits give low values. 310,000 compounds, 0.92% hits;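 active means B-score of the integrated calcium signal more than 4 SD below the library mean, with starting fluorescence not abnormally high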;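 further: negative B-score means reduced calcium response which marks RGS4 activation or potentiation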
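Assay system: Inducible-RGS4 HEK293 cells carrying M3 receptor | Schedule: Compound preincubation 20 min at room temperature before agonist | Signal: Kinetic calcium fluorescence imaging with Fluo4-AM dye, 2 µM | Read-out basis: B score from integrated fluorescence ratio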
ANO1 activ: activates or potentiates the mouse TMEM16A chloride channel; HEK293 TMEM16A/YFP-H148Q/I152L, iodide quench fluorescence; hits give low values; AID 623877; B-score at 10 µM; Q8BHY3; 340,000 compounds, 0.3% hits;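 active means fluorescence-ratio B-score plate-corrected deviation score at least 3 library SD below zero, with starting fluorescence score within 5 deviations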;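 further: channel opened by trigger with iodide after compound preincubation; score built on the fluorescence ratio of max minus min over baseline; more negative score means more quench and so TMEM16A activation or potentiation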
RGS4 inh: inhibitors of human RGS4; P49798; HEK293 M3R/RGS4 inducible, Fluo-4 calcium flux; hits give high values; triggered by carbachol at its EC20; B-score at 10 µM; 310,000 compounds, 0.45% hits;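 active means B-score, a plate-corrected calcium signal, over three deviations above library mean, with baseline fluorescence within five deviations of library mean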;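 further: RGS4 expression induced by doxycycline in cells with stable M3 receptor; B-score is computed from the integrated fluorescence ratio over baseline after carbachol; higher B-score means a larger calcium signal and so more RGS4 inhibition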
KCNQ1 act: potentiators or activators of human KCNQ1 potassium channel | P51787 | CHO-K1 KCNQ1, thallium flux FluxOR fluorescence; hits give high values | B-score at 10 µM | 310,000 compounds, 0.35% hits;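 active means fluorescence ratio B-score, a plate-corrected score, at least three library SD, with initial intensity B-score within 5 SD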
Target sequence (P51787 whole entry, looked up): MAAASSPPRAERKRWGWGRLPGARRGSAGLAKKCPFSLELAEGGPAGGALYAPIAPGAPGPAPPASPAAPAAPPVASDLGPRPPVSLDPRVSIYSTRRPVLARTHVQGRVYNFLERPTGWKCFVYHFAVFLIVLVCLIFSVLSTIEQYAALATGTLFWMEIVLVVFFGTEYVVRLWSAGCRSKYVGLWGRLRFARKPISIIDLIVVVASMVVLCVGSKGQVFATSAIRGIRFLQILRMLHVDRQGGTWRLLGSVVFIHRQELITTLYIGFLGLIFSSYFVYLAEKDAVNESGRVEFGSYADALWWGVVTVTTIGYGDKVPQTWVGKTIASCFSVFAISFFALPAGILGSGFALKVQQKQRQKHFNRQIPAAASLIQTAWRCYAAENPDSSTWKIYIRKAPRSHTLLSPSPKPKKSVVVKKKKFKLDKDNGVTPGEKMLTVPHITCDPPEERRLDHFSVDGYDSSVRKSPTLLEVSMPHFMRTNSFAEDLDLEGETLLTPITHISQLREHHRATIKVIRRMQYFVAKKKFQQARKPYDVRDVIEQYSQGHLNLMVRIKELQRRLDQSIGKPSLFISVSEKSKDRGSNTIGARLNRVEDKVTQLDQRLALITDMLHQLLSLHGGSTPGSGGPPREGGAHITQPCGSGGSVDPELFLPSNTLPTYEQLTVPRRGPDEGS
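Assay system: CHO-K1 cells stably expressing KCNQ1. Medium: assay buffer for compound exposure, DMSO matched across wells. Timing: 37 °C overnight plating, 90-min dark dye load, 20-min compound pretreatment. Signal: kinetic FluxOR fluorescence, 10 s baseline plus 110 s post-stimulus.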
KCNQ1 block: blocks the human KCNQ1 potassium channel | 310,000 compounds, 1.3% hits | B-score at 10 µM | CHO-K1 KCNQ1, FluxOR thallium flux fluorescence; hits give high values;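 active means compounds whose thallium flux B-score, printed positive for inhibition, exceeds three library SD while starting fluorescence stays within three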;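 further: channel opened by potassium depolarization with thallium stimulus after 20 min compound exposure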
TMEM16A inh: mouse TMEM16A channel inhibition, primary screen; Q8BHY3; HEK293 TMEM16A/YFP iodide influx fluorescence, ionomycin; normalized B-score (activity score, 25-100; higher = stronger inhibition) at 10 µM; 310,000 compounds, 1.2% hits;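 active means ratio plate-corrected score three or more library SD toward inhibition, starting fluorescence score within five deviations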;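 further: score derived from kinetic fluorescence span divided by baseline fluorescence per well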
KCNK9 block: human KCNK9 channel inhibition; Q9NPC2; HEK293 KCNK9, FluxOR thallium flux fluorescence; hits give low values; B-score at 10 µM; 310,000 compounds, 1.2% hits; AID 488922;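 active means ratio B-score over 3 SD below the library mean, with starting fluorescence within 5 SD of its mean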;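 further: negative B-score means less thallium flux so channel inhibition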
KCNK3 block: human KCNK3 channel inhibition, primary screen; B-score at 10 µM; AID 602410; CHO-KCNK3 thallium flux, FluxOR fluorescence; hits give low values; 340,000 compounds, 0.84% hits;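 active means B-score under library mean minus 4 SD, starting fluorescence ratio at most library mean plus 5 SD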;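 further: more negative B-score means stronger inhibition of thallium flux through KCNK3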
* = called active by the depositor; i = inactive; ? = inconclusive; . = not tested or not shown.

SMILES	HDAC3 inh	hERG rescue	SKKanGAS inh	RGS4 pot	ANO1 activ	RGS4 inh	KCNQ1 act	KCNQ1 block	TMEM16A inh	KCNK9 block	KCNK3 block
COC(=O)c1ccc(O)c(Sc2cc(C(=O)OC)ccc2O)c1	?	-16	38	i	i	i	i	i	100*	i	i
Cn1cc(S(=O)(=O)CC(=O)Nc2ccc3c(c2)OCCO3)c2ccccc21	0	-4	2	i	i	i	i	i	i	i	i
CC(C)Nc1nnc(SCC(=O)NCc2ccc3c(c2)OCO3)s1	-1	-6	-12	i	i	i	i	i	i	i	i
COc1ccc(C)cc1NC(=O)CNc1ccccc1CN(C)C1CCCCC1	7	-8	-1	i	i	i	i	i	i	i	i
CC(C)NC(=O)COC(=O)Cn1[nH]c(=O)c2ccccc2c1=O	7	-6	-2	i	i	i	i	i	i	i	i
COc1ccc(-n2nc3c(c2NC(=O)c2ccc(N4C(=O)CCC4=O)cc2)CSC3)cc1	2	-4	-9	i	i	i	i	i	i	i	i
Cc1nnc(NC(=O)CSc2nnc(CCNC(=O)c3ccccc3F)n2C)s1	8	-5	1	i	i	i	i	i	i	i	i
CC(C)n1c(O)c(N=NC(=O)CNC(=O)c2cccnc2)c2ccccc21	1	-13	-6	i	i	i	i	i	i	i	i
Brc1cccc(CNn2cnnc2)c1	0	-6	-4	i	i	i	i	i	i	i	i
CC(=O)Nc1ccc(C(=O)Nc2ccc(S(=O)(=O)Nc3nccc(C)n3)cc2)cc1	2	-7	-2	i	i	i	i	i	i	i	i
O=C(CC1CCCC1)N1CCCC(Nc2ccc(F)cc2)C1 (stereo not given)	3	-10	-1	i	i	i	i	i	i	i	i
CC(C)c1ccc(/C=C/C(=O)NC2CCCCC2)cc1	2	-3	-13	i	i	i	i	i	i	i	i
CC(C)(C)OC(=O)N1CCCC1C(=O)NCCc1ccccc1 (stereo not given)	1	-2	-14	i	i	i	i	i	i	i	i
Cn1c(SCC(=O)O)nnc1-c1ccc2ncccc2c1	-13	-2	7	i	.	i	i	i	i	i	.
O=S(=O)(NCC(c1cccnc1)N1CCN(Cc2ccccc2)CC1)c1ccc(F)cc1 (stereo not given)	1	-1	0	i	i	i	i	i	i	i	i
CN(CC(=O)Nc1ccc(F)cc1)C(=O)COC(=O)c1ccccc1	0	-10	10	i	i	i	i	i	i	i	i
Clc1ccc(-c2cc3ccccc3nc2N2CCOCC2)cc1	2	-14	13	i	i	i	i	11*	i	i	i
S=c1[nH]c(-c2ccccc2)cs1	6	61*	-6	i	i	i	44*	i	i	i	i
CC(C)CCN1CCN(Cc2ccc(C(F)(F)F)cc2)CC1CCO (stereo not given)	6	-8	11	i	i	i	i	i	i	i	i
CCN1CCN(c2c(Cl)cccc2NC(=O)c2ccc3nsnc3c2)CC1	5	-8	-13	i	i	i	i	i	i	i	i
O=[N+]([O-])c1cc(C(F)(F)F)ccc1N1CCCNCC1	6	7.9*	5	i	i	i	i	i	i	i	i
CN1CCC(=NNC(=O)CN(c2cccc([N+](=O)[O-])c2)S(=O)(=O)c2ccccc2)CC1	-8	-6	7	i	i	i	i	i	i	i	i
Cc1cc(OC(=O)c2cc(Cl)ccc2Cl)c([N+](=O)[O-])c(=O)[nH]1	-2	-3	-6	i	i	i	i	i	i	i	i
CN(C(=O)c1ccc(Br)cc1)C1CCS(=O)(=O)C1 (stereo not given)	-5	-8	-2	i	i	i	i	i	i	i	i
N/C(=N\c1nc2c(c(=O)[nH]1)CCCC2)Nc1ccc(Oc2ccccc2)cc1	-1	-6	-10	i	i	i	i	i	i	i	i
CN(CC(=O)Nc1ccc(Cl)c(C(F)(F)F)c1)C(=O)c1cccnc1Sc1ccccc1	8	-11	7	i	i	i	i	i	i	i	i
COc1cc(/C=C(\C#N)C(=O)Nc2cccc3ncccc23)ccc1O	1	-1	0	i	.	i	i	i	i	i	.
CC(C)(C)c1ccc(OCC(=O)NCc2ccco2)cc1	5	-18	-1	i	i	i	i	i	i	i	i
Cc1cc(C(=O)O)c(S(C)(=O)=O)s1	-1	-16	-2	i	i	i	i	i	i	i	i
CN(c1ncc(C(F)(F)F)cc1Cl)N1C(=O)c2cccc(N)c2C1=O	3	-11	8	i	i	i	i	i	i	i	i
C=CCOc1ccc(/C=C/C(=O)OCC(=O)N(C)C2CCS(=O)(=O)C2)cc1 (stereo not given)	1	-10	-3	i	i	i	i	i	i	i	i
CC(NC(=O)CNC(=O)c1ccco1)c1ccccc1 (stereo not given)	2	-1	-1	i	i	i	i	i	i	i	i
CCOC(=O)c1cn(CC)c2c(ccc3ccccc32)c1=O	5	-6	2	i	i	i	i	i	i	i	i
O=C(C1=NNCC1c1ccc(Cl)cc1)C1CO1 (stereo not given)	.	-4	4	i	i	i	i	i	.	i	i
S=c1[nH]cnc2scc(-c3ccc(Cl)cc3)c12	-2	23*	76*	i	i	i	19*	i	i	i	i
O=C(CN1C(=O)CCSc2ccccc21)Nc1ccc(F)cc1	1	-1	-10	i	i	i	i	i	i	i	i
O=C(Cc1ccc(S(=O)(=O)N2CCOCC2)s1)Nc1ccccc1N1CCCC1	3	-14	3	i	i	i	i	i	i	i	i
Cc1ccc(N/C=C(\C2OC(=O)c3ccccc32)[N+](=O)[O-])c(C)c1 (stereo not given)	5	-10	3	i	i	i	i	i	i	i	i
CCOC(=O)C1=C(CS(=O)(=O)c2ccccc2)NC(=O)NC1c1ccccc1 (stereo not given)	3	-12	3	i	i	i	i	i	i	i	i
CC1(C)Cc2nc(N3CCCC3)c(C#N)cc2CO1	-32	-9	3	i	i	i	i	i	i	i	i
O=C(CSc1nc2cccnc2n1Cc1ccccc1)N1CCCC1	-9	-7	12	i	i	i	i	i	i	i	i
Cc1ncc(CN2CCCC(CCC(=O)NCc3ccccc3F)C2)s1 (stereo not given)	-10	-9	6	i	i	i	i	i	i	i	i
CCn1c(SCC(=O)NCc2ccccc2)nc2ccccc2c1=O	2	0	0	i	i	i	i	i	i	i	i
CCS(=O)(=O)Nc1ccc(-c2nnc(SCC(=O)c3ccc(NC(C)=O)c(OC)c3)o2)cc1	6	1	32	i	i	i	i	i	i	i	i
CCNC(=S)Nc1ccc2cn[nH]c2c1	8	-3	2	i	i	i	i	i	i	i	i
O=C1CSC(c2cccnc2)N1C1CCCCC1 (stereo not given)	-2	-8	-10	i	i	i	i	i	i	i	i
CC1CC(C)CN(C(=O)c2ccc3nc[nH]c3c2)C1 (stereo not given)	2	-12	-1	i	i	i	i	i	i	i	i
Cc1cc(OCC(O)CN2CCN(c3ccccn3)CC2)cc(C)c1Cl (stereo not given)	7	-11	-2	i	i	i	i	i	i	i	i
CCOC(=O)c1sc(NC(=O)Nc2cccc(Cl)c2)cc1C	0	-12	95*	i	i	i	i	i	i	i	i
O=C1ON=C(c2ccccc2)/C1=C\c1ccco1	-1	-12	-1	i	i	i	i	i	i	i	i
CCOC(=O)c1ccc(N2CN=C3SCC(=O)N3C2)cc1	4	-6	0	i	i	i	i	i	i	i	i
CCN(CC)CCNC(=O)CSc1c2c(nc3cc(Cl)ccc13)CCCC2	1	-9	-10	-7.3*	i	i	i	i	i	i	i
CCOC(=O)N1CCC(N(CCN(C)C)C(=S)Nc2cccc(SC)c2)CC1	10	-16	-8	i	i	i	i	i	i	i	i
O=C(Nc1nc2ccccc2s1)NC1CCCCC1	-7	-3	-18	i	i	i	i	i	i	i	i
CSC1=NC(C)(C)CC2(C)Nc3ccccc3N12 (stereo not given)	2	-6	-11	i	i	i	i	i	i	i	i
Cc1nc2cc(F)ccc2n1C1CCN(C(=O)c2c(F)cccc2F)CC1	-6	-8	0	i	i	i	i	i	i	i	i
Clc1ccc(-c2nc(N3CCOCC3)nc3ccccc23)cc1	-5	-3	0	i	i	i	i	i	i	i	i
CN(/C(=N/S(=O)(=O)c1cccs1)c1ccccc1)c1ccc(O)cc1	-5	-7	.	i	i	i	i	i	i	i	i
Cc1cc(C)nc(SCc2ccc(Br)cc2)n1	2	-8	11	i	i	i	i	i	i	i	i
CCCOC(=O)c1ccc(Nc2nc(C)cc(=O)[nH]2)cc1	5	-5	-3	i	i	i	i	i	i	i	i

KCNQ1 block, what is marked active above.
| molecule | HDAC3 inh | ANO1 activ | RGS4 inh | KCNQ1 act | KCNQ1 block | KCNK9 block | KCNK3 block |
| --- | --- | --- | --- | --- | --- | --- | --- |
| Clc1ccc(-c2cc3ccccc3nc2N2CCOCC2)cc1 | 2 | i | i | i | 11* | i | i |

The listing continues:
SMILES	HDAC3 inh	hERG rescue	SKKanGAS inh	RGS4 pot	ANO1 activ	RGS4 inh	KCNQ1 act	KCNQ1 block	TMEM16A inh	KCNK9 block	KCNK3 block
NC(=O)c1ccc(CN2CCC(Cc3ccccc3)CC2)cc1	9	-11	3	i	i	i	i	i	i	i	i
O=S(=O)(Nc1ccc(N2CCOCC2)cc1)c1cc(Cl)ccc1Cl	-5	-4	2	i	i	i	i	i	i	i	i
c1ccc(Nc2c(-c3ccco3)nc3ccccn23)cc1	-12	-7	4	i	i	i	i	i	i	i	i
COC(=O)c1cc(S(=O)(=O)N2CCCCCC2)cn1C	-4	-1	1	i	i	i	i	i	i	i	i
CN1C(=O)/C(=C\C=C2/CCCN2C)N(C)C1=S	9	-6	10	i	i	i	i	i	i	i	i
CCOc1ccc(NC(=O)c2cc3n(n2)C(C(F)(F)F)CC(c2ccco2)N3)cc1 (stereo not given)	4	-2	10	i	.	i	i	i	i	i	i
O=C(Nc1ccccc1N1CCOCC1)c1ccccc1[N+](=O)[O-]	9	-14	5	i	i	i	i	i	i	i	i
COc1ccccc1-c1cc(C(=O)NC(C)C)no1	4	-8	-12	i	i	i	i	i	i	i	i
COc1ccccc1CNc1ncnc2cc(OC)c(OC)cc12	-1	-6	-3	i	i	i	i	i	i	i	i
FC(F)(F)c1cccc(NC(=S)NNC(=S)NCc2ccccc2)c1	3	-15	12	i	i	i	i	7*	i	i	i
CC12CN3CCN(CC(C3)/C1=N\NC(=O)c1ccccc1N)C2	-15	-1	-1	i	i	i	i	i	i	i	i
